Hsp90 Hop PPI: changes Hsp90-Hop TPR2A binding signal, up or down. 0.44% of 71,000 active. AlphaScreen TPR2A-His6 binding biotin-Hsp90 C-terminal peptide. Potency, µM (doses to about 57 µM), without a hit: at the top dose activity change, negative = inhibition; active means well fitted curve in either direction with a large enough effect; inconclusive means small, poorly fitted or top-dose-only effect, or another doubt; further: potency means the concentration at half of the fitted maximal effect; on the % scale 0 is the no-effect control and ±100 the full control effect; many of its hits are not listed in these tables
TexasRed autofl: compound fluoresces in the Texas Red spectral region. Compound fluorescence, Texas Red channel, 547/618 nm; active compounds read high. max dye-equivalent concentration, M. 0.06% of 59,000 active. AID 587; in the data active means max dye-equivalent concentration above about 10 nM; inconclusive means between about 1.1 nM and that limit
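qHTS profiling of intrinsic compound fluorescence; 100 mM Tris pH 8.0; 15 min RT; ex 547 / em 618 nm; response expressed as Texas Red dye-equivalent concentration from six-point plate standard.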
HBB splicing: modulators of hemoglobin beta chain splicing; HBB splicing reporter cell assay, activation; EGFP reporter with mutant IVS2-654 intron; response scale: normalised to 500 nM splice-correcting PNA; Potency, µM (highest dose often 46.1 µM), for the others: at the highest dose activation, hits mostly activators; 0.06% of 65,000 active; further: potency means the concentration at half of the fitted maximal effect; 0% is about no effect
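Compounds were applied for 2 days to HeLa EGFP-654 cells, 500/well in Optimem with 2% FCS. The reporter's EGFP is disrupted by mis-splicing of beta-globin intron IVS2-654. Readout: summed well GFP fluorescence from 488 nm laser scanning; reference was 500 nM antisense […] 654 PNA.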
HADH2 inhib: blocks human hydroxyacyl-CoA dehydrogenase type II; Q99714; recombinant HADH2, NADH fluorescence, beta-hydroxybutyryl-CoA; Potency, µM (doses to about 57.1 µM), without a hit: at the highest dose activity change, negative = inhibition, most hits filed as inhibitors; 3.4% of 73,000 active; AID 886; further: potency means the concentration at half of the fitted maximal effect; on the % scale 0 is the no-effect control and ±100 the full control effect; nearly all actives have a fitted effect of over 60% in size; many of its hits are not listed in these tables
Target sequence (Q99714 whole entry, looked up, one chain of several): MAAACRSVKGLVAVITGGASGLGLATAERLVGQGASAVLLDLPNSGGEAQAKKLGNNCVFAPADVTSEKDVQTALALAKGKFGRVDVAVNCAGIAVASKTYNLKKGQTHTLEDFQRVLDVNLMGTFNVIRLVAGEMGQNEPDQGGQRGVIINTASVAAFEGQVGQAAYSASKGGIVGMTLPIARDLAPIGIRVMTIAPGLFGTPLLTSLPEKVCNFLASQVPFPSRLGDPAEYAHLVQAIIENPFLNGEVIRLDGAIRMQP
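E. coli-expressed His-tagged HADH2 tested at 20 nM in alkaline Tris buffer (pH 9.0); oxidation of 90 uM beta-hydroxybutyryl-CoA with 1 mM NAD+ tracked fluorimetrically for 4 min.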
DNA Pol III inh: blocks replication by bacterial DNA polymerase III holoenzyme | reconstituted DNA polymerase III holoenzyme replication, biochemical | 0.25% of 71,000 active | Potency, µM (top dose mostly 57.1 µM), for inactives: top-dose activity change, negative = inhibition; further: potency means the concentration at half of the fitted maximal effect; on the % scale 0 is the no-effect control and ±100 the full control effect
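Reconstituted *E. coli* holoenzyme (0.35 nM Pol III, 1 nM beta, 154 nM SSB, 2 nM primase) was preincubated with compound for 15 min at RT. Synthesis on 1.4 nM ssM13Gori ran 35 min, then was stopped with PicoGreen/EDTA and read as dsDNA fluorescence.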
15-hLO inh: blocks human 15-lipoxygenase activity. AID 887. Potency, µM (doses to about 57.1 µM), without a hit: top-dose activity change, negative = inhibition, usual class: inhibitors. purified 15hLO-1, xylenol orange hydroperoxide absorbance. 1.4% of 74,000 active; further: potency means the concentration at half of the fitted maximal effect; on the % scale 0 is the no-effect control and ±100 the full control effect; nearly all actives have a fitted effect of over 55% in size
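Purified human 15hLO-1 (40 nM) in 25 mM Hepes pH 7.5, 0.01% Triton X-100, preincubated 15 min RT with compound, then 50 uM arachidonic acid for 6 min. Hydroperoxide read by ferrous/xylenol orange, 30 min; 573/405 nm absorbance ratio gave progress.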
CRE-bla Fsk: alters forskolin-stimulated CRE reporter signaling in CHO cells. CHO CRE-bla reporter (cAMP response element driving beta-lactamase), forskolin EC10, beta-lactamase ratio. Potency, µM (top dose mostly 38.2 µM), inactives show at the highest dose activity change, negative = inhibition, actives largely listed as activators. 2.5% of 71,000 active; active means well fitted activation curve with a large enough effect in the signal ratio, with a control signal flat, not every such curve was filed as active; inconclusive means small, poorly fitted or top-dose-only effect, or effect the other way, or a change in a side signal; the % refers to the signal ratio; further: potency means the concentration at half of the fitted maximal effect; % of control where 0% means no effect
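The 460nm/530nm emission ratio after CCF4 loading defined %Activity, from which AC50 values were obtained. CRE-bla CHO cells received compound dilution series together with an EC10 level of NKH 477 for 3 hours at 37 degrees Celsius.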
Luciferase inh: inhibitors of firefly luciferase; 2.2% of 72,000 active; Potency, µM (top dose mostly 57.1 µM), for inactives: at the highest dose activity change, negative = inhibition, usual class: inhibitors; purified firefly luciferase, luminescence, 8 min; AID 411; further: potency means the concentration at half of the fitted maximal effect; on the % scale 0 is the no-effect control and ±100 the full control effect; nearly all actives have a fitted effect of over 40% in size
Target sequence (P08659 whole entry, looked up): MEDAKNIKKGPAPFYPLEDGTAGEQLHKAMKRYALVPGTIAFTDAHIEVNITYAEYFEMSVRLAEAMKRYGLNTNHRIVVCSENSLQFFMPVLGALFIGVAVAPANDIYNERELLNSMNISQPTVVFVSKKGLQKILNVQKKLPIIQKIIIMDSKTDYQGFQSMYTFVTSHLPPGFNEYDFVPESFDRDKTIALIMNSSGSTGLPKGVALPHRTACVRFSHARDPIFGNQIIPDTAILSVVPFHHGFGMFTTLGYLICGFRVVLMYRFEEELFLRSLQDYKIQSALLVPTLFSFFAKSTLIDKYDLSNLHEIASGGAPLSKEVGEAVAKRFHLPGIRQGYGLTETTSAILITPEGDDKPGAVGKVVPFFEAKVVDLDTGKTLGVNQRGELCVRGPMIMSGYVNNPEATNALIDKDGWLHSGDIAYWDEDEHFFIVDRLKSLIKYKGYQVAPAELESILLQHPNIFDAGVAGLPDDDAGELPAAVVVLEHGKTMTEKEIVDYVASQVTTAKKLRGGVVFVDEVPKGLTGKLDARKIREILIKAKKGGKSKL
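Substrate buffer containing 10 uM ATP (pH 7.2 imidazole, Mg2+, KCl, detergent, BSA) is dispensed, compound pinned in, then luciferase/luciferin detector mix added. After 8 min at ambient temperature, light output is measured.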
Tau fil binding: binders of human tau filaments | P10636 | recombinant tau filaments, thioflavin S fluorescence, 15 h; filaments grown with octadecylsulfate alongside compound | Potency, µM (titrated, usually from 57.1 µM), without a hit: at the top dose activity change, negative = inhibition | 2% of 71,000 active | AID 596;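 further: potency means the concentration at half of the fitted maximal effect; on the % scale 0 is the no-effect control and ±100 the full control effect; actives lower thioflavin S fluorescence by blocking filaments or displacing dye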
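Tau 2 uM in ThS buffer dispensed; compound added; 60 uM ODS added (finals 1 uM tau, 30 uM ODS); 15 h 37 C; fluor ex450/em510.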
ERK AVP inh: inhibitors of vasopressin-stimulated ERK signaling pathway; 0.99% of 72,000 active; HEK293-V1b, vasopressin-stimulated pERK AlphaScreen; Potency, µM (doses to about 57.5 µM), inactives show at the highest dose activity, negative = inhibition, hits mostly inhibitors; further: potency means the concentration at half of the fitted maximal effect; on the % scale 0 is the no-effect control and ±100 the full control effect; nearly all actives have a fitted effect of over 55% in size
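HEK293 cells stably expressing V1b receptor, preincubated 30 min at 37 °C with compound, then stimulated 5 min with 25 nM vasopressin. Phospho-ERK by AlphaScreen SureFire after 5 h RT; normalized to DMSO and vasopressin; AC50 by Hill fit.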
Rhodamine autofl: rhodamine region autofluorescence; AID 594; max dye-equivalent concentration, M; Rhodamine-region fluorescence, 547/598 nm, Tris buffer; active compounds read high; 0.05% of 59,000 active; in the data active means max dye-equivalent concentration above about 11 nM; inconclusive means between about 1.1 nM and that limit
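Read-out is relative fluorescence at 547 nm excitation and 598 nm emission, expressed as dye-equivalent concentration using rhodamine standards on every plate. Each compound was profiled across a concentration series after 15 min in 100 mM Tris, pH 8.0.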
* = called active by the depositor; i = inactive; ? = inconclusive; · = no result given; & = joins results of further samples; [ ] = another dose, or the depositor's remark. Unless noted, the call rests on the fitted dose curve; in most records, active means well fitted curve in the direction sought with a large enough effect; inconclusive means small, poorly fitted or top-dose-only effect, or another doubt; inactive means no such curve, though single readings can be large; an effect the other way counts as inactive or inconclusive. This is a subset (hit frequency here may not be typical).

Each structure is followed by: HBB splicing	Tau fil binding	DNA Pol III inh	Rhodamine autofl	HADH2 inhib	TexasRed autofl	Luciferase inh	Hsp90 Hop PPI	15-hLO inh	CRE-bla Fsk	ERK AVP inh
CCOc1ccc(OCC)c(NC(=O)C2CCCN(S(=O)(=O)c3cnc[nH]3)C2)c1 (stereo not given)
 : -1.7%	9%	0%	·	2%	·	0%	-2%	14%	0%	-43%
COCCn1nnnc1C(c1ccccn1)N1CCN(c2cc(C)ccc2C)CC1 (stereo not given)
 : 2.1%	-3%	0%	i	11%	?	3%	-7%	-2%	0%	5%
Cc1cc(NC(=O)Cc2cccs2)no1
 : 1.0%	16µM*	-14%	i	25µM*	i	0%	-17%	?	-10%	-21%
O=C(C1CCN(S(=O)(=O)c2ccccc2)CC1)N(CCc1ccccc1)Cc1ccco1
 : ·	3%	0%	i	-5%	i	4%	-5%	-7%	2%	-3%
O=C1CCC(=O)N1CCOP1(=O)COc2ccccc2OC1
 : 9.5%[0.369 µM]	8%	8%	i	7%	i	3%	?	18%	-1%	49%
COc1cccc(CC(=O)Nc2nccs2)c1
 : -0.2%[57.5 µM]	5%	0%	i	1%	i	1%	0%	5%	-1%	-22%
CC1Cn2c(CCc3ccccc3)nnc2S1 (stereo not given)
 : -0.5%	-6%	-5%	i	1%	?	2%	1%	2%	-2%	0%
O=C(O)c1cccc(C[C@H](Br)C(=O)O)c1
 : 2.0%[9.22 µM]	1%[11.4 µM]	-8%[11.4 µM]	i	-12%[11.4 µM]	i	3%[11.4 µM]	-5%[11 µM]	-6%[11.4 µM]	2%[7.6 µM]	-5%[11.5 µM]
O=C1OC(N2CCN(C(=O)c3ccco3)CC2)c2ccccc21 (stereo not given)
 : 0.2%[57.5 µM]	-12%	-4%	i	3%	i	-2%	-1%	5%	5%	6%
O=C(NCCNC(=O)c1ccco1)c1cccc(F)c1
 : ·	-11%	1%	i	4%	i	3%	-5%	2%	3%	-11%
C1=C(CCNc2nnnn2-c2ccccc2)CCCC1
 : 2.7%	1%	1%	i	-4%	i	-1%	-1%	?	-3%	-13%
CCOC(=O)c1[nH]c(C)c(C(=O)Nc2cccc(Cl)c2C)c1C
 : -0.2%	-8%	-10%	i	-10%	i	-1%	2%	5%	-5%	-4%
CCOC(=O)C1CCCN(CCC(=O)Nc2ccc3c(c2)CCC3)C1 (stereo not given)
 : ·	?	0%	i	19%	i	0%	52%	-2%	-4%	18%
Cc1ccc2c(N)c(C)ccc2c1
 : ·	-25%	2%	i	?	i	-1%	-19%	-3%	-1%	-26%
O=C(CSc1ncccc1-c1nc2ccccc2[nH]1)N1CCCCC1
 : ·	-18%	-5%	i	-9%	i	-17%	-5%	8%	?	-1%
CCOC(=O)c1ccc(NC(=O)N(CC)CC)cc1
 : -0.3%[9.22 µM]	6%	-1%	·	4%	·	?	1%	5%	1%	17%
Cc1ccc(S(=O)(=O)NC(CC(=O)N2CCOCC2)c2ccco2)cc1 (stereo not given)
 : 1.6%	-9%	-8%	i	-5%	i	1%	1%	5%	-2%	17%
Cc1nc(COC(=O)c2ccc(S(=O)(=O)N3CCCC3)cc2)cs1
 : -0.2%[57.5 µM]	-3%	3%	i	2%	i	5%	3%	3%	3%	-21%
COc1ccc(NC(=O)C2CCCN2S(=O)(=O)c2ccc3c(c2)CCC(=O)N3)cc1Cl (stereo not given)
 : -0.1%	-10%	3%	·	-3%	·	1%	-2%	-2%	?	-15%
CC(C)OC(=O)CSc1nnc(Cc2ccccc2)n1Cc1ccco1
 : ·	11%	2%	i	13%	i	2%	-4%	13%	-1%	-17%
CCOc1ccc(N(Cc2cc3cc(OC)ccc3[nH]c2=O)S(C)(=O)=O)cc1
 : -2.0%	3%	-10%	i	-9%	?	2%	?	-14%	?	14%
COc1c(C)c2c(c(O)c1C/C=C(\C)CCC(=O)O)C(=O)OC2
 : 0.3%[20.6 µM]	?	-8%	i	?	i	-18%	-4%	-14%&7%[25.6 µM]	?	5%
CN1CCN(c2ncc3nc(-c4ccccc4)c(=O)n(C4CC4)c3n2)CC1
 : 1.4%	1%	-6%	i	106%[activator]	i	-3%[11.4 µM]	0%	-4%	?	10%
CCOC(=O)c1c(C)n(C)c2ccc(OC)c(NC(=O)CN3CCN(C(=O)c4ccco4)CC3)c12
 : -1.4%[57.5 µM]	19%	-1%	i	10%	i	4%	-7%	-1%	17%	-25%
CCOC(=O)CN1Cc2cccc(C(=O)O)c2C1=O
 : 0.0%	13%	-10%	·	-7%	·	3%	-2%	?	1%	·
Cn1c(=O)c(-c2cccs2)nc2cnc(OCc3ccccc3)nc21
 : 0.6%	59%	-10%	i	7%	i	2%[11.4 µM]	1%	9%	?	-12%
CS(=O)(=O)N(CC(=O)NC1CCCC1)c1cccc(F)c1
 : -0.5%	8%	-5%	i	-2%	i	4%	-3%	7%	-2%	0%
Cn1cnnc1SCc1ccc(C(=O)O)cc1
 : ·	-2%	-1%	i	12%	i	4%	2%	2%	-3%	1%
c1nc(NCCc2cnc[nH]2)c2[nH]cnc2n1
 : 3.1%[9.22 µM]	5%[11.4 µM]	-1%[11.4 µM]	i	1%[11.4 µM]	i	2%[11.4 µM]	-3%[11 µM]	10%[11.4 µM]	-8%[7.6 µM]	-17%[11.5 µM]
CCN(CC(=O)NC)S(=O)(=O)c1ccc(C)cc1
 : -0.5%	0%	-6%	i	-1%	i	2%	-4%	4%	-11%	-9%
CCOC(=O)c1ccc(NC(=O)C2C3CCC(C3)C2C(=O)O)cc1 (stereo not given)
 : -0.5%	-14%	-3%	i	2%	?	2%	-1%	20%	?	2%
N#Cc1nc(Cc2ccccc2)oc1NCCCn1ccnc1
 : 2.0%[1.84 µM]	4%	-1%	i	-1%	i	-2%	-22%	21%	23%	-13%
CC1Cc2ccccc2N1C(=O)CSc1nnnn1-c1ccc2c(c1)OCCO2 (stereo not given)
 : ·	5%	14%	i	1%	i	2%	-3%	-2%	0%	-14%
Cc1cc(NS(=O)(=O)c2ccc(NC(=O)c3ccco3)cc2)no1
 : ·	6%	-7%	i	14%	i	3%	0%	-2%	5%	16%
O=C(CSc1nnc(-c2ccc(S(=O)(=O)N3CCCC3)cc2)o1)NCc1ccco1
 : ·	-18%	1%	i	-1%	i	1%	-4%	-16%	-6%	-18%
COc1ccccc1NC(=O)N1CCC(C(=O)c2ccc(F)cc2)CC1
 : -2.2%	-6%	-6%	i	?	i	3%	1%	-10%	-18%	13%
COc1ccc(CCn2nnnc2C(c2ccccc2)N2CCN(C)CC2)cc1OC (stereo not given)
 : 0.5%[57.5 µM]	-7%	-3%	i	10%	i	0%	56%	-9%	1%	0%
c1ccc(SCc2nc(-c3ccncc3)no2)cc1
 : -1.2%	-11%	-8%	i	?	?	-9%	1%	6%	-4%	29%
CCCCOc1ccc(C2(C(=O)O)CCCC2)cc1
 : 1.7%	3%	2%	·	4%	·	4%	-1%	6%	-2%	-7%

Single records, from the list above. Order of screens: HBB splicing | Tau fil binding | DNA Pol III inh | Rhodamine autofl | HADH2 inhib | TexasRed autofl | Luciferase inh | Hsp90 Hop PPI | 15-hLO inh | CRE-bla Fsk | ERK AVP inh
CCOC(=O)c1ccc(NC(=O)C2C3CCC(C3)C2C(=O)O)cc1 (stereo not given) in the list: -0.5% | -14% | -3% | i | 2% | ? | 2% | -1% | 20% | ? | 2%
c1ccc(SCc2nc(-c3ccncc3)no2)cc1 in the list: -1.2% | -11% | -8% | i | ? | ? | -9% | 1% | 6% | -4% | 29%
COc1ccccc1NC(=O)N1CCC(C(=O)c2ccc(F)cc2)CC1 in the list: -2.2% | -6% | -6% | i | ? | i | 3% | 1% | -10% | -18% | 13%
